AI-2 QS mod – Vibrio harveyi AI-2 quorum sensing modulation; AID 2094; Vibrio harveyi JMH597 AI-2 luminescence/OD600 ratio, 9 h; active compounds read low; strain lacks LuxN and CqsS sensors; 0 = neutral-control median; activity change, % at 7.5 µM; actives 0.4% (n = 300,000); in the data active = activity change below about -75%, passing the limit was not always enough; inconclusive = no clear call, values can overlap the other calls;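 note: luminescence divided by OD600 gain over 9 h not by final OD600 alone; inactives centre near 13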
HSF1 inh – HSF1 inhibition | NIH3T3-HGL HSE-luciferase, MG132-induced, luminescence 8 h; active compounds read low | activity change, negative = inhibition, % at 7.5 µM (by protocol) | actives 0.77% (n = 300,000);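 active = more than half of replicate wells show activity change below -50%, luminescence cut by over half; inconclusive = some wells, but at most half, below -50%; inactive = no replicate well below -50%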;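 note: luciferase reports HSF-1 transcriptional activity via heat shock element; 0% = median of DMSO wells and -100% = zero luminescence signal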
PolyA inhibitor – blocks polyadenylation in yeast reporter cells | S. cerevisiae SKY197-pL101 polyadenylation reporter, beta-gal luminescence; efflux-impaired pdr1/pdr3 knockout yeast; score 100 = 6 SD above DMSO | calls only at 12 µM | actives 0.02% (n = 300,000);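 active = lowest replicate activity score at least 50, where 100 means six control SD above control mean; inconclusive = lowest score under 50 but half or more replicates reach 50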;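 note: yeast exposed to compound for 9 h at 30 °C; higher score means more reporter readthrough which indicates perturbed polyadenylation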
GSK3A inh – blocks human GSK-3 alpha kinase; P49840; ADP-Glo luminescence, 60 min; inhibition, % at 10 µM; actives 0.1% (n = 320,000); AID 2650;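 in the data active = inhibition above about 50%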;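 note: GST-tagged GSK-3 alpha with peptide substrate and 25 µM ATP; 0% = DMSO neutral wells and 100% = GW8510 positive control wells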
GSK3beta inhib – inhibitors of human GSK3beta kinase; P49841; GST-GSK3beta kinase, ADP-Glo luminescence, 60 min; active compounds read low; activity score (negative = inhibition), % at 10 µM; actives 0.038% (n = 300,000);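 active = more than half of replicate wells score below -50%, meaning over 50% inhibition versus plate controls; inconclusive = some replicates but at most half score below -50%; inactive = no replicate scores below -50%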;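 note: 0% = median DMSO wells and -100% = median GW8510 positive control wells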
Target sequence (P49841 whole entry, looked up): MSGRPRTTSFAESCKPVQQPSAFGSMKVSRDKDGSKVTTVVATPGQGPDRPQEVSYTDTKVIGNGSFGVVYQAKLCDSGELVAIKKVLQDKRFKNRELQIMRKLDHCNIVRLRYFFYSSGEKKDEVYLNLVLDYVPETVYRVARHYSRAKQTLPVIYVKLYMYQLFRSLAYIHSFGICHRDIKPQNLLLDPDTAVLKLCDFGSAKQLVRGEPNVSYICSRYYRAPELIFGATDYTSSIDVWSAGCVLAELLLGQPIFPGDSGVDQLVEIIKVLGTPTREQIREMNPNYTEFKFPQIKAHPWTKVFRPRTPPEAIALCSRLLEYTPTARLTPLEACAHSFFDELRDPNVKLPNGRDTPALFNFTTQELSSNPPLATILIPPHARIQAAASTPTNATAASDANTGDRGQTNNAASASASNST
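Assay system: GST-tagged human GSK3beta kinase, cell-free; Input: 1.6 ng GSK3beta; Medium: Tris/MgCl2 kinase buffer; Timing: 60 min enzyme reaction, room temperature; Signal: ADP-Glo luminescence quantifying ADP generated by kinase; Evaluation: score relative to plate controls; Benchmarks: DMSO neutral wells and GW8510 at 20 µM as positive.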
HSF-1 act – increases HSF-1 driven luciferase reporter signal | NIH3T3-HGL HSF-1 luciferase reporter, MG132, 8 h; 100% = twice DMSO control signal | actives 1.7% (n = 300,000) | activation, % at 9 µM | AID 504408;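 active = mean replicate activation of at least 50% with a set share of replicates each reaching 50%; inconclusive = only one of those two conditions met; inactive = mean below 50% and too few replicates reaching it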;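 note: 0% = median of the neutral control wells and 100% = twice that signal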
Platelet DG rel – modulates dense granule release in human platelets; human platelet-rich plasma, SFLLRN dense granule ATP release, luminescence; inhibition, %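 (compounds screened at 7.5 µM in platelet-rich plasma)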; actives 0.22% (n = 300,000); AID 1663;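 active = mean replicate score, as percent of positive control, at or above 50; inconclusive = mean below 50 but at least one replicate at or above 50; inactive = mean and every replicate below 50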
HSP90 inh – blocks HSP90-mediated luciferase refolding in reticulocyte lysate. AID 1789. actives 0.91% (n = 290,000). Rabbit reticulocyte lysate, luciferase refolding luminescence, 3 h. inhibition, % at 5.6 µM;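 active = inhibition above the screen-wide mean plus 3 SD, computed separately per campaign, cut at about 16% in these data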;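 note: 0% = DMSO wells and 100% = 60 µM geldanamycin wells; inhibitors lower the luminescence because luciferase stays unfolded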
DYRK1A inh – blocks rat Dyrk1A kinase activity; Q63470; ADP-Glo luminescence, NFATc1 peptide; inhibition, % at 12.5 µM; actives 0.43% (n = 310,000); in the data active = inhibition above about 50%;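 note: plate controls were vehicle with enzyme for no effect and no enzyme for full effect; many of its hits are not listed in these tables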
HDAC3 inhib – blocks human histone deacetylase 3. inhibition, % at 8.3 µM. recombinant HDAC3, fluorogenic peptide/trypsin coupled, fluorescence. O15379. actives 0.15% (n = 320,000); in the data active = inhibition above about 26%, passing the limit was not always enough; inconclusive = no clear call, values can overlap the other calls
Target sequence (O15379 whole entry, looked up): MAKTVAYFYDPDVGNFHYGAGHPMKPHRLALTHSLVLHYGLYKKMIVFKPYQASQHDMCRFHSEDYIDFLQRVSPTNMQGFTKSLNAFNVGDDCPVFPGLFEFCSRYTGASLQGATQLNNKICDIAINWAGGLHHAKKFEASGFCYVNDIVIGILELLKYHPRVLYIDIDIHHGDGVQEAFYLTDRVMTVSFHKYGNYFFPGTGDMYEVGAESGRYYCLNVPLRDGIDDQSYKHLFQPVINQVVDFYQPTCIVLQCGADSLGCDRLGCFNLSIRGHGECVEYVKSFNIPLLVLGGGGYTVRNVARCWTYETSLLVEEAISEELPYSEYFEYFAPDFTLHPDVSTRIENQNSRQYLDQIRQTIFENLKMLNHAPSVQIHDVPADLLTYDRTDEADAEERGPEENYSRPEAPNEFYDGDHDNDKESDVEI
An asterisk follows results filed as active; i = inactive; ? = inconclusive; · = no result given.

HDAC3 inhib	HSF1 inh	DYRK1A inh	PolyA inhibitor	GSK3A inh	Platelet DG rel	HSF-1 act	AI-2 QS mod	HSP90 inh	GSK3beta inhib	compound
5	2	-3	i	9	-3	27	20	-1	1	Cc1onc(-c2ccccc2)c1C(=O)n1nnc2ccccc21
16	17	-2	i	0	-50	8	9	-3	-2	Cc1ccc(-n2[nH]c(C)c(C=Nc3ccc(S(=O)(=O)Nc4nccs4)cc3)c2=O)cc1C
2	2	·	i	-7	5	-14	10	-5	-1	Cn1nnc(NC(=S)NC(=O)c2cccc3c(Br)cccc23)n1
15	-3	0	i	-1	3	2	22	·	-4	C[C@H]1[C@H](c2ccccc2)C[C@@H](C(=O)O)C1(C)C
-4	-1	-5	i	2	5	9	14	1	-1	CCCCn1c(-c2cccnc2)n[nH]c1=S
2	-9	1	i	0	14	-3	14	0	1	O=S(=O)(c1ccc(Br)c2nsnc12)N1CCOCC1
5	-6	24	i	10	·	21	-2	0	-3	O=C(NC1CC1)c1scc2c1OCCO2
?	12	3	i	4	3	41	7	·	-1	CCN(CC)CCCN1C(=O)C(=O)/C(=C(/O)c2ccc(Cl)cc2)C1c1ccccn1 (centres undefined)
?	0	10	i	-2	-2	13	-1	4	7	CC(C)(C)OC(=O)NCCCCCNC(=O)c1[nH]cnc1C(=O)N[C@@H](Cc1ccccc1)C(=O)OCc1ccccc1
·	4	5	i	·	-5	9	19	2	-2	Cc1cccc(C)c1OCC(=O)OC/C(O)=C(\C#N)c1nc2ccccc2[nH]1
6	3	9	i	-6	3	-4	26	3	0	Cc1ccc2[nH]c(C(F)(F)F)cc(=O)c2c1
4	-3	1	i	8	7	-7	6	0	0	CCOC(=O)C1(C(F)(F)F)N=C(C(F)(F)F)Nc2ccc(F)cc21 (centres undefined)
10	21	18	i	-2	7	33	4	2	-1	CCCCNC(=S)N/N=C/c1ccccc1F
0	-2	4	i	1	0	11	13	-3	0	COc1ccc(NC(=O)N2CCCc3ccccc32)cc1OC
2	-2	6	i	-5	11	1	15	3	5	CCOC(=O)C(C)Sc1nnc(CNC(=O)c2ccc(OC)cc2)n1C1CCCCC1 (centres undefined)
4	-2	4	i	-2	1	-5	20	1	2	CCc1cc2c(=O)c(-c3nc4ccccc4n3C)c(C)oc2cc1OC(C)=O
10	-5	-4	i	3	-8	13	8	-4	3	CCOc1ccc(N=C2SCCCN2C(=O)c2c(CC)noc2C)cc1
2	-6	7	i	-3	2	-11	-4	-5	4	COc1ccc(-c2csc(N(CCCN(C)C)C(=O)c3cc(OC)c(OC)c(OC)c3)n2)cc1
-3	6	11	i	-1	5	12	20	4	-1	CC(C)C[C@H](NC(=O)c1nc[nH]c1C(=O)NCc1ccccc1)C(=O)OCc1ccccc1
4	5	-7	i	0	41	-8	1	1	1	COc1ccc(NCC(=O)Nc2ccc(Br)cc2F)c(OC)c1

As entered above:
HSF-1 act with `C[C@H]1[C@H](c2ccccc2)C[C@@H](C(=O)O)C1(C)C` stands at 2
AI-2 QS mod with `CCc1cc2c(=O)c(-c3nc4ccccc4n3C)c(C)oc2cc1OC(C)=O` stands at 20

Going on with the list:
HDAC3 inhib	HSF1 inh	DYRK1A inh	PolyA inhibitor	GSK3A inh	Platelet DG rel	HSF-1 act	AI-2 QS mod	HSP90 inh	GSK3beta inhib	compound
3	-3	-5	i	-2	-13	1	30	1	0	Cn1c(SCC(=O)N/N=C/c2ccco2)nc2ccccc21
4	14	21	i	-1	2	?	10	6	-3	O=C1C(C=NCc2ccccn2)=C(O)c2ccccc21
·	8	3	i	-3	-3	-2	6	3	-1	O=C(c1cccc(Oc2ccc([N+](=O)[O-])cc2Cl)c1)N1CCOCC1
3	3	54*	i	46	4	12	10	2	-26	Cc1ccsc1/C=N/Nc1ncnc2nc[nH]c12
-3	-38	-1	·	0	7	-52	15	·	2	Cc1cc2cc(CNC(=O)c3ccco3)ccc2n1C
-1	-7	-10	i	-1	4	-10	11	2	1	O=C(O)CNS(=O)(=O)c1ccc(F)cc1
4	10	13	i	-2	-1	33	16	·	0	C=CCN1C=C2C(=O)C(C)(OC(=O)c3ccc(OC)cc3)C(=O)C(c3ccco3)=C2C=C1CCCC (centres undefined)
8	-6	·	i	-4	-1	-5	10	-5	-1	Cc1c(C2C(C#N)=C(N)N(c3cccc([N+](=O)[O-])c3)C3=C2C(=O)CCC3)cnn1C (centres undefined)
-4	12	6	i	1	-5	26	43	-1	-3	O=c1c2ccccc2nc2n1C(CSCc1ccc(Cl)cc1)CS2 (centres undefined)
-1	0	0	i	-3	7	24	24	2	1	O=S(=O)(c1ccc2c(c1)nc(COc1ccc(Cl)cc1)n2CC1CCCO1)N1CCOCC1 (centres undefined)
-11	1	-2	i	0	3	-5	6	-2	0	Clc1ccc2nnc(Cl)n2n1
11	10	-3	i	0	4	39	10	-1	-4	O=C(Cn1cnc2c(cnn2-c2ccccc2)c1=O)N1CCCc2ccccc21
4	11	0	i	-4	13	33	-11	9	-10	Cc1ccc(/C=N/NS(=O)(=O)c2ccc([N+](=O)[O-])cc2)o1
-8	-5	12	i	-1	-1	10	9	-6	3	Cc1ccc(C)c(OCc2cc(C(=O)N3CCN(c4cnccn4)CC3)no2)c1
-1	-4	1	i	3	-11	13	1	1	0	Cc1nc2c3ccccc3[nH]c(=O)n2n1
0	-8	6	i	-1	8	-10	26	6	-10	CSCC[C@H](NC(=O)NCCC1=CCCCC1)C(=O)O
1	1	3	i	-2	3	30	16	5	-1	Nc1c(-c2ccccc2)c(CN2CCOCC2)nn1-c1ccc(F)cc1
-1	-2	-4	i	3	-2	0	15	-2	-2	COC(=O)c1c(C(=O)OC)c(C)n(Cc2cccnc2)c1C
10	-4	22	i	1	-2	-10	21	0	0	Cc1cccc(C(=O)Nc2ccnc(-c3cccnc3)n2)c1
0	-17	·	i	0	-5	-15	7	4	-4	S=C(c1ccc(-c2ccccc2)cc1)N1CCOCC1

Some entries already given, reduced to PolyA inhibitor, GSK3A inh and HSF-1 act:
canonical_smiles | PolyA inhibitor | GSK3A inh | HSF-1 act
O=C(O)CNS(=O)(=O)c1ccc(F)cc1 | i | -1 | -10
Nc1c(-c2ccccc2)c(CN2CCOCC2)nn1-c1ccc(F)cc1 | i | -2 | 30

Shown with bars between the fields: part of the list above.
molecule | HDAC3 inhib | HSF1 inh | DYRK1A inh | PolyA inhibitor | GSK3A inh | Platelet DG rel | HSF-1 act | AI-2 QS mod | HSP90 inh | GSK3beta inhib
C=CCN1C=C2C(=O)C(C)(OC(=O)c3ccc(OC)cc3)C(=O)C(c3ccco3)=C2C=C1CCCC (centres undefined) | 4 | 10 | 13 | i | -2 | -1 | 33 | 16 | · | 0
Cc1cccc(C(=O)Nc2ccnc(-c3cccnc3)n2)c1 | 10 | -4 | 22 | i | 1 | -2 | -10 | 21 | 0 | 0

Marked active in DYRK1A inh (from the list above):
HDAC3 inhib	HSF1 inh	DYRK1A inh	PolyA inhibitor	GSK3A inh	Platelet DG rel	HSF-1 act	AI-2 QS mod	HSP90 inh	GSK3beta inhib	compound
3	3	54*	i	46	4	12	10	2	-26	Cc1ccsc1/C=N/Nc1ncnc2nc[nH]c12

More entries follow:
HDAC3 inhib	HSF1 inh	DYRK1A inh	PolyA inhibitor	GSK3A inh	Platelet DG rel	HSF-1 act	AI-2 QS mod	HSP90 inh	GSK3beta inhib	compound
3	0	-10	i	·	-1	2	26	·	0	COc1cc(O)c(C(CCN2CCOCC2)c2ccc3c(c2)OCO3)c(OC)c1 (centres undefined)
-3	17	2	i	1	3	17	16	2	2	COc1cc(/C=C(\C#N)c2nc3ccccc3[nH]2)cc(Br)c1OCc1ccc(F)cc1
2	-3	2	i	·	12	-5	20	3	-1	CCOc1ccc(OCC)c(NC(=O)CN(C)S(=O)(=O)c2cnc[nH]2)c1
-2	0	-4	i	1	2	8	6	-4	1	CCNC(=S)Nc1ccc(Cl)cc1
11	-8	5	i	4	2	-12	23	2	3	CCc1ccc(NC(=O)N(CCN2CCOCC2)Cc2ccc3c(c2)CCCN3CC)cc1
-19	-9	8	i	9	1	4	-11	3	-8	CCCc1nc2oc3c(NCCN(C)C)ncnc3c2c2c1CCCC2
1	2	-1	i	-3	1	0	8	-4	-2	O=C(CSc1nnc(C2CC2)n1Cc1ccccc1)c1ccc(S(=O)(=O)N2CCOCC2)cc1
2	·	-2	·	-4	·	·	14	6	-5	CCOc1ccccc1NC(=O)c1ccccc1-c1nc(-c2ccccc2OC)no1
3	11	·	i	-2	0	18	30	1	3	COc1ccc(CNC(=O)CS(=O)(=O)Cc2nc(-c3cccc(OC)c3)oc2C)cc1
13	7	0	i	·	-2	-2	20	-6	-1	CCOc1ccc(NC(=O)CN(C)C(=O)c2cn(-c3ccccc3)nc2-c2cccs2)cc1OCC
5	11	-3	i	-5	15	6	13	1	3	Cc1ccsc1/C=N/NC(=O)c1ccc([N+](=O)[O-])cc1
6	-2	12	i	-2	·	-16	20	·	-2	COc1ccc(-c2csc(NC(=O)CSc3nnnn3C)n2)cc1OC
5	13	3	i	-3	9	19	38	3	4	O=C1c2cccc(OCC(=O)N3CCCc4ccccc43)c2CCN1Cc1ccc(F)cc1
0	17	-6	i	3	-3	31	-9	0	3	COc1cc(NC(=O)c2cccs2)ccc1NC(=O)c1ccco1
-1	0	-4	i	-2	1	2	6	-1	4	COc1ccc(C2CC(c3ccccc3)=NN2S(=O)(=O)c2ccccc2)c(OC)c1 (centres undefined)
-12	-13	0	i	-1	0	-6	7	-2	-1	O=C(CCCn1c(=O)[nH]c2cc(Cl)ccc2c1=O)NC1CCCCCC1

Screens deposited in PubChem by several laboratories.

An excerpt; rates above refer to the full screens.
